# Source: PubChem BioAssay (several laboratories)
# PfHsp90 set2 – reduces growth (ATP signal) of yeast expressing P. falciparum Hsp90; S. cerevisiae expressing PfHsp90, BacTiter-Glo ATP, 48 h; yeast lacking PDR1 and PDR3 efflux regulators; inhibition, % at 9.4 µM; 310,000 compounds, 0.32% hits; AID 504621;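 active means every replicate shows inhibition above about 80%, whatever the replicate mean, limit read from the data; inconclusive means mean inhibition reaches the set limit but some replicate falls short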;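 further: 0% = DMSO neutral controls and 100% = 20 µM radicicol positive controls; yeast relying on Plasmodium falciparum Hsp90 in place of its own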
# DAGLB inhibitor – diacylglycerol lipase beta (human) inhibition. 340,000 compounds, 0.059% hits. Q8NCG7. HEK293T DAGLB membrane lysate, EnzChek fluorogenic substrate. inhibition, % at 5.17 µM; in the data active means inhibition above about 34%;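 further: 0% = enzyme with vehicle and 100% = wells lacking enzyme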
# Target sequence (Q8NCG7 whole entry, looked up): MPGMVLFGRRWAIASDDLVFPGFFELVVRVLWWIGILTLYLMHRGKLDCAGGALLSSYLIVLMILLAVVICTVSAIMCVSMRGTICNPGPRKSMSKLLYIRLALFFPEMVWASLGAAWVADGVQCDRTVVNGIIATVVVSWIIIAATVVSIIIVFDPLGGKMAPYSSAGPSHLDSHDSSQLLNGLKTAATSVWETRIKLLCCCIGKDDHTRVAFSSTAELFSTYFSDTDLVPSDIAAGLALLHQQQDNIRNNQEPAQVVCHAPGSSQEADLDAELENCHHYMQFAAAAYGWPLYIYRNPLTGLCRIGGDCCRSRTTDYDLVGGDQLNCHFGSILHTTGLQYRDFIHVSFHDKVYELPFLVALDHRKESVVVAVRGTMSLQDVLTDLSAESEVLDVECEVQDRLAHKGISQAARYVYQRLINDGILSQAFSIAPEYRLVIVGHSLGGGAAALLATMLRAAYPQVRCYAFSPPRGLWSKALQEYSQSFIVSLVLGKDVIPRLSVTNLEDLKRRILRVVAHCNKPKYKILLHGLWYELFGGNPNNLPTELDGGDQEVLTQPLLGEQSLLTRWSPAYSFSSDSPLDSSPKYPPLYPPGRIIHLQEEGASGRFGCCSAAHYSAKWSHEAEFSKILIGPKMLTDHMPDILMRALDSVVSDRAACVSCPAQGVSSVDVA
# Wnt bcat act – activators of Wnt/beta-catenin signaling; Wnt/beta-catenin reporter cell assay, activator, plate reader; activation, % at 9.35 µM; 300,000 compounds, 1.2% hits; AID 743398; in the data active means activation above about 30%, passing the limit was not always enough; inconclusive means no clear call, values can overlap the other calls;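 further: 0% = neutral control wells and 100% = positive control wells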
# phage Ecoli inh – E. coli growth loss with phage present. growth absorbance. inhibition, % at 11.9 µM. 360,000 compounds, 0.26% hits; in the data active means inhibition above about 11%
# Tat export inh – E. coli Tat transport inhibition | E. coli MC4100 TorA-mCherry Tat export, fluorescence | inhibition, % at 10 µM | 340,000 compounds, 0.036% hits;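 active means mean replicate inhibition at least 50% and at least half of replicates individually reaching 50%; inconclusive means only one of the two criteria met; inactive means neither criterion met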;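 further: exported cargo escapes ClpAP degradation while cytoplasmic cargo is degraded and loses fluorescence; 0% = median of neutral control wells and 100% = median of NaSCN control wells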
# AddAB inh – less growth of phage-infected E. coli with AddAB; E. coli expressing H. pylori AddAB, absorbance growth; inhibition, % at 11.9 µM; 330,000 compounds, 0.29% hits; in the data active means inhibition above about 12%;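 further: 0% = vehicle wells of infected cells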
# Rtt109 HAT inh – blocks Candida albicans Rtt109/Vps75 acetyltransferase activity; AID 540336; Q5AAJ8; inhibition, % at 34.9 µM; 330,000 compounds, 0.16% hits; purified Rtt109/Vps75, ThioGlo CoA-SH fluorescence, 4 h;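 active means inhibition of at least 50% in every replicate; inconclusive means best replicate reaches 50% inhibition but some replicates fall short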
# Target sequence (Q5AAJ8 whole entry, looked up): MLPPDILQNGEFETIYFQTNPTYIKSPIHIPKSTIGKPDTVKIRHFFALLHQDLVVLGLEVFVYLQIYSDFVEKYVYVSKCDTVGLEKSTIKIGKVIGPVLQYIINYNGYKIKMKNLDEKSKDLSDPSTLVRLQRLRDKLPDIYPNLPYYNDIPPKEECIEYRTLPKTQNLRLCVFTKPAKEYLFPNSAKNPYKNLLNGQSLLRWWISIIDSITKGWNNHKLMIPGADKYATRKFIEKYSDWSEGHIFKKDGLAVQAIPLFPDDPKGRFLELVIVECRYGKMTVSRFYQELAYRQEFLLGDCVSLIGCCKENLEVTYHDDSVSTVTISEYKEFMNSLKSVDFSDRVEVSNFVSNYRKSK
# PvdQ acylase – P. aeruginosa PvdQ acylase inhibition; purified PvdQ acylase, fluorescence plate reader; inhibition, % at 10 µM; 340,000 compounds, 0.063% hits; AID 488965; in the data active means inhibition above about 30%, passing the limit was not always enough; inconclusive means no clear call, values can overlap the other calls;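 further: 0% = vehicle neutral wells and 100% = reference inhibitor wells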
# Ecoli viability – bacterial growth inhibition, counter-screen for AddAB inhibitors; E. coli V3065 growth, OD600 absorbance, 18 h; inhibition, % at 11.9 µM; 330,000 compounds, 0.27% hits; AID 449728;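 active means inhibition above the campaign's mean inhibition across all tested compounds plus 3 SD, cut at about 9.9% in these data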;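 further: uninfected addAB+ strain grown without phage in ampicillin broth; 0% = DMSO wells and 100% = ciprofloxacin 0.95 µg/ml wells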
# CAL PDZ FP – human CAL PDZ-peptide interaction inhibition | Q9HD26 | purified CAL PDZ, TMR-peptide fluorescence polarization, 1 h | inhibition, % at 20 µM | 330,000 compounds, 0.02% hits;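 active means highest replicate inhibition of at least 40%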;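 further: plate controls were DMSO neutral control wells for no effect and unlabeled competitor peptide control wells for full effect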
#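 material = purified tagged CAL PDZ domain construct (CerCALP) | compound dosing = 20 µM, one dose | times = 1 h at RT | measured by = fluorescence polarization from S- and P-plane intensities, G-factor corrected | read-out = inhibition from polarization loss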
# Starred values were filed as active, the others as inactive; ? = inconclusive; nt = no result given.
SMILES,PfHsp90 set2,DAGLB inhibitor,Wnt bcat act,phage Ecoli inh,Tat export inh,AddAB inh,Rtt109 HAT inh,PvdQ acylase,Ecoli viability,CAL PDZ FP
COc1c(O)cc2oc(-c3ccc(O)c(O)c3)cc(=O)c2c1O,-10.5,6.7,25.4,1.8,5.2,3.9,16.1,-8.4,0.9,1.3
O=C(Nc1ccc(F)c(Cl)c1)C1CC(=O)N(Cc2ccccc2)C1 (configuration not stated),7.7,0.2,-2.2,2.7,0.1,0.4,0.3,-4.4,0.1,-0.5
O=C(CNC1CCCCC1)Nc1cccc([N+](=O)[O-])c1,0.9,7.8,0.8,1.1,5.2,3.5,-13.1,9.3,0.2,0.2
CCCC(=O)NC(Nc1cc(C(F)(F)F)ccc1Cl)C(Cl)(Cl)Cl (configuration not stated),-29.7,-6.8,-9.4,2.2,5.9,-0.5,-5.1,-9.4,-1.5,-0.7
COc1ccc(C(=O)Nc2c(N)nc(SCC(=O)N3CCCCCC3)[nH]c2=O)cc1OC,-7.9,-1.3,0.5,1.7,-5.1,-1.5,-4.3,7.2,0.3,0.3
Oc1nc(-c2ccc(Cl)cc2)n2ccncc12,-50.2,-0.4,-0.7,1.1,0.1,1.6,-26.5,-26.0,0.7,-2.7
Cc1cc(NC(=O)c2oc3ccccc3c2C)ccc1-n1cnnn1,9.0,-1.4,-4.4,3.0,-1.1,-2.2,-3.7,8.0,-1.9,-6.2
COc1ccccc1C/C(N)=N/OC(=O)COc1ccccc1C,-18.9,-6.7,2.1,3.5,19.6,1.9,28.0,17.1,-2.7,-3.7
COc1ccc(C=NNC(=S)NN=Cc2ccc(OC)c(OC)c2)cc1OC,-11.6,1.5,16.9,2.5,1.0,nt,-0.9,2.5,nt,-0.4
COCC1CCCCN1C(=O)c1ccc2oc(CCCc3ccccc3)nc2c1 (configuration not stated),32.2,-4.2,2.8,0.8,19.5,1.0,-7.5,-9.4,-1.5,-2.8
CCOC(=O)N1CCN(C(=O)c2ccc(C)c(S(=O)(=O)N3CCCCC3)c2)CC1,2.9,-3.0,1.6,1.5,2.8,1.6,-4.0,-3.1,-1.9,-0.7
Cn1c(=O)c(C(=O)NCc2ccc(Cl)cc2)c(O)c2ccccc21,6.2,-0.2,-0.8,-1.0,-0.4,1.5,-12.1,-17.3,1.3,-0.5
CC(C)(C)C(=O)/C=c1\[nH]c(=O)/c(=C\c2ccccc2F)s1,-9.2,-3.5,-0.2,-4.1,4.5,-1.4,-11.5,-18.4,-1.2,-0.4
CCOC(=O)Nc1ccc(NC(=O)OCC)cc1,30.4,-2.0,4.7,0.8,5.1,1.1,-6.9,1.7,3.7,-1.3
O=C1c2ccccc2NC(c2cccc(O)c2)N1c1ccccc1 (configuration not stated),-13.8,1.7,-0.3,-1.4,0.9,1.9,7.3,-3.1,0.2,-0.5
COCCCNC(=O)CCn1c(=O)c2ccccc2n(CC(=O)Nc2cc(Cl)ccc2C)c1=O,-12.7,-0.7,-2.6,1.5,-2.9,4.6,-4.5,-11.9,0.5,-4.0
Cn1c(NC(=O)Cc2cccc3ccccc23)cc(=O)n(C)c1=O,-3.4,-3.2,-0.8,2.5,10.2,-1.5,4.9,8.0,0.4,0.0
CC(=O)NCCc1nc2cc(NC(=O)c3ccccc3Cl)ccc2n1C,-15.6,-0.2,6.7,0.2,-3.1,nt,1.7,-0.5,nt,-0.4
O=C(NCCc1nnc2ccc(NCC3CCCO3)nn12)c1ccccc1 (configuration not stated),3.8,0.6,-1.2,1.8,2.0,4.6,-8.8,-17.7,0.0,1.0
COC(=O)C(Cc1cnc(Cl)s1)(C(=O)OC)c1ccc(C(F)(F)F)cc1[N+](=O)[O-],-15.3,-3.7,-3.8,1.3,-0.6,-0.8,-16.6,-7.8,-1.1,0.1
CCc1cccc2c(C(=O)CSc3nnc(-c4ccncc4)n3C)c[nH]c12,3.7,1.1,-5.7,4.0,-3.0,-1.3,nt,-10.4,-1.0,-3.5
Cc1ccc(NS(=O)(=O)c2ccc3c(c2)NC(=O)CCS3)c(C)c1,10.6,-1.4,2.5,1.6,3.1,2.4,2.3,-13.5,-0.1,-2.4
CC(C)CC1COC(=O)N1 (configuration not stated),19.0,1.4,-1.6,1.4,-0.1,4.8,-8.3,-7.6,0.5,0.4
COc1ccc(C2C(C(N)=O)=C(C)Nc3ncnn32)cc1 (configuration not stated),-17.3,1.5,nt,1.2,5.1,-1.9,0.8,-11.1,-0.2,0.6
CCCc1cc(=O)[nH]c(SCC(=O)N2c3ccccc3NC(=O)C2(C)C)n1,nt,-3.2,?,2.2,-1.0,1.0,5.1,-1.2,-0.6,-0.7
CSc1nc(C)c(CCOC(=O)c2cccc(Cl)c2)c(=O)[nH]1,18.4,-1.3,-1.7,2.9,4.8,4.6,-7.3,13.7,0.1,-0.5
Cc1cccc(C(=O)NCC(=O)OCC(=O)NC2CCCCC2)c1,9.9,-2.4,-1.8,1.4,-0.1,-0.7,-1.7,-8.5,0.4,0.0
N=C(c1ccc([N+](=O)[O-])cc1)N1CCCCCC1,10.6,-0.5,-0.9,5.1,-2.1,0.2,-1.2,-13.9,2.4,-3.3
CCCN(CC(=O)Nc1ccccc1C)C(=O)C1CCN(S(=O)(=O)c2ccccc2C(F)(F)F)CC1,nt,-0.4,-3.9,2.2,1.3,0.5,17.2,-6.4,-0.5,-2.7
N#Cc1cc(N2CCCCC2)c([N+](=O)[O-])cc1C#N,-2.6,5.3,-2.8,2.4,0.5,-2.7,24.0,10.9,-0.9,-2.4
COc1ccc(-c2cc(C(=O)OCC(=O)N3CCOCC3)c3ccccc3n2)cc1,nt,-4.8,4.3,5.0,-1.6,1.2,-13.7,0.3,-1.0,-2.6
Cc1ccc(C(CC(=O)N2CCCCC2)c2ccccc2)c(O)c1C (configuration not stated),-34.7,-6.0,0.4,3.2,-4.6,-0.5,-1.3,-17.1,-0.9,nt
Cc1cccc(C)c1NC(=O)/C(C#N)=C/c1cccs1,11.3,-1.1,-3.1,0.5,-7.2,0.7,11.0,4.3,-0.8,-2.7
COCCOC(=O)C1=C(C)NC2=C(C(=O)CC(c3cccs3)C2)C1c1ccsc1 (configuration not stated),4.6,-6.4,nt,0.8,-6.0,1.1,-22.4,6.2,-3.9,-2.0
COc1ccc(Cc2nc(-c3ccc(-n4cccc4)cc3)no2)cc1OC,-3.4,-6.6,0.9,2.4,-3.1,2.7,-6.2,3.7,-2.7,-0.9
CC(C)CC1NC(=O)N(CC(=O)Nc2ccc(-c3ccccc3)cc2)C1=O (configuration not stated),-4.6,-0.5,-2.8,-0.6,11.8,0.8,0.4,-7.6,1.2,-0.6
CCN(CC)S(=O)(=O)c1ccc2c(c1)N(CC(=O)NCc1ccco1)C(=O)CO2,-2.9,-0.7,2.4,-2.0,-1.0,0.7,-2.1,-19.1,-3.3,-2.6
CCCCOC(=O)c1ccc(NC(=O)COC(=O)c2ccc3ncsc3c2)cc1,nt,-3.7,17.6,1.6,-17.0,2.8,3.4,-9.5,0.2,-0.6
CCCCC(=O)NNC(=S)NC(=O)c1cccc([N+](=O)[O-])c1,3.7,-2.2,nt,-1.3,-2.5,-0.2,-0.6,4.0,-1.2,-0.2
CCC1(CC)NC(=O)N(CC(=O)OCC(=O)Nc2cc(C)ccc2C)C1=O,54.2,1.4,-0.3,2.2,-2.2,2.0,-6.6,-5.0,1.7,-0.5
Cc1ccc(-c2nnn(CC(=O)N(C)C3CCCCC3)n2)o1,-1.1,-1.9,-1.7,3.7,2.4,3.6,5.0,9.7,0.0,-0.3
O=C(NCc1ccccc1)OCCN1CCN(Cc2ccccc2)CCC1=O,-24.7,-0.9,0.3,1.6,-10.9,1.8,-4.0,-12.6,-4.0,-1.0
CS(=O)(=O)n1nc(-c2cccnc2)nc1NCc1ccccc1,-7.8,1.7,-1.5,3.8,-2.3,-3.7,-7.5,13.5,0.7,-2.8
O=C(Cc1cccs1)Nc1ccc(N2CCOCC2)cc1,-10.0,1.5,nt,1.2,0.8,3.0,2.7,6.8,-1.6,-3.1
C=C(C)CNC(=S)N/N=C/c1ccccc1OCC(=O)O,26.1,-0.1,-0.4,3.2,8.1,0.3,42.5,-12.8,-0.8,nt
COC(=O)Cc1ccc(NC(=O)c2ccccc2Cl)cc1,-18.3,-0.2,7.3,0.7,-5.4,2.4,nt,-17.1,1.5,-2.1
COc1ccc2nc3oc(C(=O)N4CCN(c5ccccc5F)CC4)cc3cc2c1,7.8,-1.2,0.7,3.1,6.5,1.6,1.3,-6.1,-0.9,-0.1
COCCNC(=O)CCn1nc(-c2ccc(Cl)cc2)c2ccccc2c1=O,16.7,-3.4,nt,nt,1.1,-2.1,2.6,-12.7,-1.5,0.7
CCOC(=O)Cc1csc(SCC(=O)N2CCN(c3ccccc3)CC2)n1,nt,-3.1,3.1,3.0,-7.7,-1.9,-5.2,-21.7,0.6,-0.1
Cc1oc2ccc(OCc3ccc(Cl)cc3)cc2c1C(=O)O,-16.4,6.6,0.2,4.3,2.8,0.9,7.1,-3.1,1.1,-2.8
O=C(Nc1ccc(Nc2ccccc2)cc1)C1CC1,34.8,4.9,6.4,4.3,-3.8,0.9,nt,-9.0,-1.7,-1.0
CCOC(=O)C1CCCN(C(=O)C2CCN(S(=O)(=O)c3cccs3)CC2)C1 (configuration not stated),nt,-2.8,nt,2.8,-1.0,1.6,16.3,-13.8,1.0,nt
Cc1[nH]nc2c1C(c1ccccn1)N(c1ccc(Br)cc1)C2=O (configuration not stated),nt,1.3,nt,4.8,3.2,2.1,5.3,-10.8,0.1,-2.8
COc1cccc(NC(=S)NC(=O)Cc2ccccc2)c1,-13.7,-12.5,9.1,3.9,4.0,2.8,0.7,-26.3,1.1,-0.3
COc1ccc(CCNC(=O)C2CCCN(C(=O)N(C)C)C2)c(OC)c1 (configuration not stated),12.5,0.0,-1.1,-0.3,-3.8,1.3,12.9,6.6,-0.4,-2.2
COc1ccc(C)cc1NC(=O)CCCN1C(=O)CN(C)C1=O,-16.2,-0.6,-1.6,-0.6,5.1,1.5,2.4,-2.5,0.3,-0.1
Cc1ccc(NC(=O)c2cc(NC(=O)CCCC(=O)O)ccc2Cl)cc1Cl,-2.4,-1.9,-2.5,1.4,-0.9,-1.2,-10.9,9.4,1.3,-1.8
COc1cc(/C=C2\NC(=S)NC2=O)ccc1OCc1cccc(C(=O)O)c1,-13.2,-0.7,26.6,-0.7,0.5,0.5,3.0,14.4,-1.6,-3.5
c1ccc2c(COn3nnc4ccccc43)cccc2c1,-4.5,-5.1,nt,2.8,0.7,-0.4,3.8,-10.7,0.9,-2.3
O=C(CSc1nnc(COc2ccccc2F)n1-c1ccccc1)NCc1ccco1,4.0,1.1,nt,1.3,1.5,2.3,-3.4,-10.8,1.8,-1.3
COc1ccc(/C=C(/NC(=O)c2ccccc2)c2nc3ccccc3[nH]2)cc1OC,0.7,-0.7,nt,-1.6,-9.6,-0.6,0.8,-10.9,0.4,0.4
